# TrxR1 substrate: qHTS Assay for Substrates of Mammalian Selenoprotein Thioredoxin Reductase 1 (TrxR1): qHTS | Thioredoxin reductase 1, cytoplasmic (Rattus norvegicus), O89049 | purified TrxR1 substrate turnover, NADPH consumption readout | Potency, µM (top dose mostly 114 µM), inactives show at the top dose activity change, negative = substrate turnover | hit rate 0.01% among 390,000; further: nearly all actives have a fitted effect of over 50% in size
#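 Rat TrxR1, dispensed at 90 nM, was prereduced with 400 uM NADPH (final) for 5 min at ~22 deg C, then incubated with compound 15 min before 400 uM selenite. A first-read NADPH fluorescence drop versus no-compound background flagged substrates.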
# Vif-APOBEC3G blk: qHTS for Inhibitors of Vif-A3G Interactions: qHTS; DNA dC->dU-editing enzyme APOBEC-3G (Homo sapiens), Q9HC16; HeLa A3G-eYFP + Vif (tagged APOBEC3G with the HIV-1 protein that degrades it), YFP fluorescence, overnight; Potency, µM (top dose mostly 46.1 µM), for the others: at the highest dose activity, negative = active, actives largely listed as inhibitors; hit rate 0.076% among 410,000; AID 602310, 2012;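 further: nearly all actives have a fitted effect of over 60% in size; hits raise eYFP signal because A3G escapes Vif-driven loss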
# Target sequence (Q9HC16 whole entry, looked up): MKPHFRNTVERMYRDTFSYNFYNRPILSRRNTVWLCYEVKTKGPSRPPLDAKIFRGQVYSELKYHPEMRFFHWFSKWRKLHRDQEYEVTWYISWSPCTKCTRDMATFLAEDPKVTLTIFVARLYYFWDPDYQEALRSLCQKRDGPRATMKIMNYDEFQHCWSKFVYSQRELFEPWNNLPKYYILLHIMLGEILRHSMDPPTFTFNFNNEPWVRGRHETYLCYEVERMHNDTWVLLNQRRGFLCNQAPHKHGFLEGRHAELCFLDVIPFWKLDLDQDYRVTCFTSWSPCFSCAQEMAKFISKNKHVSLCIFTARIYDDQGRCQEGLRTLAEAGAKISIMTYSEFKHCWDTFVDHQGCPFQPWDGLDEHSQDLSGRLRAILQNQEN
#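 HeLa cells stably expressing Vif and C-terminally eYFP-tagged A3G, seeded overnight at 37 deg C, then exposed to compound by pintool overnight at 37 deg C. Rise in yellow fluorescence (Ex 488/Em 500-530, Acumen) marks blocked Vif-driven A3G degradation.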
# ALOX12 inh: Primary qHTS assay for inhibitors of human arachidonate 12S-lipoxygenase (ALOX12): Round 2. Polyunsaturated fatty acid lipoxygenase ALOX12 (Homo sapiens), P18054. purified 12hLO, xylenol orange hydroperoxide absorbance. Potency, µM (top dose mostly 108 µM), inactives show top-dose activity change, negative = inhibition, actives largely listed as inhibitors. hit rate 1.1% among 580,000. AID 1671190, 2021
#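 Purified human 12hLO (150 nM final) in 25 mM Hepes, 0.01% Triton X-100, pH 7.0 was preincubated 15 min at room temperature with compound. Then 40 uM arachidonic acid was added, 30 min. Hydroperoxide was read by Fe-XO absorbance ratio 573/405 nm.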
# rTrxR1 inhibitor: qHTS Assay for Inhibitors of Mammalian Selenoprotein Thioredoxin Reductase 1 (TrxR1): qHTS; AID 588453, 2011; hit rate 1% among 390,000; Potency, µM (series often up to 114 µM), for the others: at the top dose activity change, negative = inhibition, most hits filed as inhibitors; Thioredoxin reductase 1, cytoplasmic (Rattus norvegicus), O89049; recombinant rTrxR1, NADPH fluorescence consumption, selenite substrate; further: nearly all actives have a fitted effect of over 65% in size
#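 Rat TrxR1 (90 nM in the dispensed reagent) was pre-reduced with 400 uM NADPH for 5 min at room temperature, then incubated with compound for 15 min. After 400 uM selenite was added, NADPH fluorescence (Ex 340/Em 450 nm) was followed for 8 min.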
# Numbers without * were called inactive; ? = inconclusive; · = no result given; ! = repeats disagree. The call rests on the fitted dose curve; in most records, active means well fitted curve in the direction sought with a large enough effect; inconclusive means small, poorly fitted or top-dose-only effect, or another doubt; inactive means no such curve, though single readings can be large; an effect the other way counts as inactive or inconclusive. On the % scale 0 is the no-effect control and ±100 the full control effect; potency means the concentration at half of the fitted maximal effect.
SMILES,TrxR1 substrate,Vif-APOBEC3G blk,ALOX12 inh,rTrxR1 inhibitor
CCCOc1ccc(F)cc1-c1cc(C(=O)NCc2ccc(F)cc2)[nH]n1,·,-5%,-15%,·
CC1(C(=O)NS(=O)(=O)c2ccc(C#N)cc2)CCN1C(=O)Cc1ccsc1 (configuration not stated),·,2%,?,·
C=CCCC(=O)N1C[C@H]2CCN(C)[C@H]2C[C@H]1c1ccc(Br)cc1,·,0%,-11%,·
CC1(C(=O)O)CCCN(C(=O)c2ccc(OC(F)F)cc2)C1 (configuration not stated),·,1%,?,·
Nc1ccn([C@@H]2O[C@H](C(=O)NCCc3ccc(F)cc3)[C@@H](O)[C@H]2O)c(=O)n1,·,-2%,-11%,·
NC(Cc1ccc(C(F)(F)F)cc1)c1csc(NC(=O)Nc2ccccc2)n1 (configuration not stated),·,-9%,?,·
CSc1ccc(CN2CCC2(C)C(=O)Nc2cnc3ccccc3c2)cc1 (configuration not stated),·,-3%,4%,·
COCCNc1nc(NCCCN2CCCC2=O)c2sc(-c3ccccc3)cc2n1,·,-1%,-1%,·
CCOC1=C2[C@@H](CN(S(=O)(=O)c3ccc(C)cc3)[C@H]2c2cccs2)[C@H]2C(=O)N(c3ccccc3)C(=O)[C@H]2C1,·,-6%,8%,·
Nc1nc2c(ncn2[C@@H]2O[C@H](CNS(=O)(=O)N3CCc4ccccc4C3)[C@@H](O)[C@H]2O)c(=O)[nH]1,·,-3%,-10%,·
c1ccc(-c2csc(Nc3ccc4c(c3)OCO4)n2)cc1,·,-7%,3.5µM*!,·
CCCCNC(=O)C1(C)CCN1Cc1ccc(C#N)cc1 (configuration not stated),·,2%,1%,·
CC(C)S(=O)(=O)N1CCCC(c2cc(C(=O)NCc3ccccc3)no2)C1 (configuration not stated),·,1%,4%,·
Clc1cccc(CNc2ccn3nc(-c4ccccc4)cc3n2)c1,·,-2%,-5%,·
NC(=O)c1ccc(Nc2nc(C(N)c3ccccc3Cl)cs2)cc1 (configuration not stated),·,-6%,9%,·
CC1(C(=O)NS(=O)(=O)c2ccccc2Cl)CCN1C(=O)Cc1ccccc1 (configuration not stated),·,0%,?,·
CC(C)CCNC(=O)C1(C)CCN1Cc1ccc(-c2ccccn2)cc1 (configuration not stated),·,-7%,1%,·
CCCc1nc2c3ccccc3ccn2c1CC1CCCCC1,·,-16%,?,·
CN(C)CCCNc1nc2cc(-c3cnn(C)c3)sc2c(=O)n1C,·,-1%,?,·
Cc1ccc(C(O)c2ncc(-c3cccc(C(F)(F)F)c3)[nH]2)c(C)c1 (configuration not stated),·,-7%,8%,·
CC(=O)Nc1ccc(C(=O)N2CCCCC2c2cc(C(=O)NCc3ccc(F)cc3)no2)cc1 (configuration not stated),·,-3%,6%,·
Cc1ccc2nc(C(C)(C)C)c(Cc3ccccc3C(F)(F)F)n2c1,·,?,?,·
Cc1noc(C)c1-c1ccc(C(=O)NCc2ccco2)c2occc12,·,-9%,?,·
COc1cc(CNC(=O)c2cc(-c3ccc(F)cc3C)n[nH]2)cc(OC)c1,·,-7%,3%,·
CC1(C(=O)Nc2ccc3nc[nH]c3c2)CCN1C(=O)c1ccccc1CCc1ccccc1 (configuration not stated),·,-43%,-4%,·

# Single values from above:
# NC(=O)c1ccc(Nc2nc(C(N)c3ccccc3Cl)cs2)cc1 (configuration not stated) – ALOX12 inh: 9%
# COCCNc1nc(NCCCN2CCCC2=O)c2sc(-c3ccccc3)cc2n1 – Vif-APOBEC3G blk: -1%
# CSc1ccc(CN2CCC2(C)C(=O)Nc2cnc3ccccc3c2)cc1 (configuration not stated) – ALOX12 inh: 4%
# Nc1ccn([C@@H]2O[C@H](C(=O)NCCc3ccc(F)cc3)[C@@H](O)[C@H]2O)c(=O)n1 – ALOX12 inh: -11%
# CC1(C(=O)Nc2ccc3nc[nH]c3c2)CCN1C(=O)c1ccccc1CCc1ccccc1 (configuration not stated) – Vif-APOBEC3G blk: -43%
# Cc1noc(C)c1-c1ccc(C(=O)NCc2ccco2)c2occc12 – Vif-APOBEC3G blk: -9%

# The listing picks up, starting 2 compounds before the break.
SMILES,TrxR1 substrate,Vif-APOBEC3G blk,ALOX12 inh,rTrxR1 inhibitor
COc1cc(CNC(=O)c2cc(-c3ccc(F)cc3C)n[nH]2)cc(OC)c1,·,-7%,3%,·
CC1(C(=O)Nc2ccc3nc[nH]c3c2)CCN1C(=O)c1ccccc1CCc1ccccc1 (configuration not stated),·,-43%,-4%,·
COc1ccc(NC(=O)c2cc(C3CCCCN3C(=O)OCCF)on2)c(C)c1 (configuration not stated),·,0%,2%,·
COCCCNC(=O)c1ccc2sc([C@@H]3O[C@H](CO)[C@H](O)[C@H](O)[C@H]3O)nc2c1,·,-1%,-10%,·
COc1ccc(NC(=O)C2(C)CCCN2C(=O)C(C)C)cc1OC (configuration not stated),·,-2%,2%,·
CCCS(=O)(=O)NC(=O)C1(C)CCCN(C(=O)c2cccc(OC(F)(F)F)c2)C1 (configuration not stated),·,-1%,-3%,·
CCc1nc2c(OCCOC)cccn2c1N(C)C(=O)Nc1ccccc1OC,·,-4%,2%,·
Cc1nc2c(OCc3ccc(C#N)cc3)cccn2c1N(C)C(=O)CCC1CCCC1,·,-6%,?,·
Fc1cccc(Cc2c(-c3ccco3)nc3c(Cl)cc(C(F)(F)F)cn23)c1,·,?,?,·
CC(=O)Nc1ccc(NC(=O)C2Cc3c(-c4cccc(F)c4)ccnc3O2)cc1 (configuration not stated),·,-7%,-2%,·
CC(C)(C)c1nc2ccc(Cl)cn2c1CC1CCCCC1,·,-2%,-2%,·
CNc1cccc(-c2ccccc2CO)n1,·,2%,-5%,·
COc1ccc(-c2nc3c(C)cc(Br)cn3c2Cc2ccccc2)cc1OC,·,-6%,?,·
CC(C)(C(=O)NO)c1ccccc1,7%,·,?,20%
COc1ccc(CC(=O)NO)cc1OC,9%,·,?,12%

# Three successive entries already listed, for reference:
SMILES,TrxR1 substrate,Vif-APOBEC3G blk,ALOX12 inh,rTrxR1 inhibitor
COc1ccc(-c2nc3c(C)cc(Br)cn3c2Cc2ccccc2)cc1OC,·,-6%,?,·
CC(C)(C(=O)NO)c1ccccc1,7%,·,?,20%
COc1ccc(CC(=O)NO)cc1OC,9%,·,?,12%

# In the list so far, 2 have bromine:
SMILES,TrxR1 substrate,Vif-APOBEC3G blk,ALOX12 inh,rTrxR1 inhibitor
C=CCCC(=O)N1C[C@H]2CCN(C)[C@H]2C[C@H]1c1ccc(Br)cc1,·,0%,-11%,·
COc1ccc(-c2nc3c(C)cc(Br)cn3c2Cc2ccccc2)cc1OC,·,-6%,?,·

# Source: PubChem

# Not all compounds are listed, so the mix of outcomes need not match the whole.
